Bioassay records from PubChem.
KOR beta-arrestin-1 – kappa opioid receptor blockers – cell-based, luminescence, uHTS (AID 1778) | KOR beta-arrestin recruitment, luminescence, antagonist mode; higher % means a stronger effect | inhibition, % at 10 µM, or IC50 in µM where a hit was titrated | hit rate 0.091% among 290,000; in the data active = inhibition above about 50%; note: strong numbers were not always called active
GPR35 arrestin U2OS – inhibition of zaprinast-stimulated GPR35 beta-arrestin translocation – imaging, U2OS, beta-arrestin-GFP, zaprinast agonist, primary screen (AID 2058); U2OS GPR35 beta-arrestin-GFP translocation imaging, zaprinast antagonism; higher % means a stronger effect; hit rate 0.052% among 290,000; inhibition, % at 10 µM; hits with a dose series show IC50 in µM;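 active = inhibition of at least 50% with at least 30 cells and total cytoplasm GFP at most 10,000,000; inconclusive = under 30 cells or total GFP of 10,000,000 plus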
PhoP inhibition – PhoP-dependent GFP reporter repression – Salmonella Typhimurium, primary screen (AID 1863) | S. Typhimurium PhoP-regulated promoter GFP reporter, 4 h; higher % means a stronger effect | inhibition, % at 50 µM, or IC50 in µM where a hit was titrated | hit rate 0.16% among 300,000;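 active = inhibition over 29.93%, a cutoff 3 SD above the screen mean, later confirmed by dose response; inconclusive = inhibition over 29.93% but no dose response follow-up; inactive = inhibition at most 29.93% or unconfirmed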;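 note: 0% = low Mg2+ inducing control and 100% = high Mg2+ repressing control; strong numbers were not always called active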
T cell HTS – T cell immune modulation candidate; hit rate 0.068% among 330,000; calls only at 7 µM; 2C CD8+ T cell-vesicle binding, flow cytometry; active compounds read low;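 active = response, share of CD8 T cells binding vesicles, and their 90th percentile fluorescence all below set limits, cut at about 80% in these data, passing the limit was not always enough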
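Also added: QL9-peptide-loaded Drosophila micro-vesicles bearing Ld, ICAM-1 and B7-1; Test system: purified 2C TCR transgenic mouse naive CD8+ T cells; Measured by: cytometric PE anti-B7-1 and Alexa647 anti-CD8 signals after 1% paraformaldehyde fixation; Timing: binding step 1.5 h, 37 °C, antibody labelling 20 min, ice.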
KOR beta-arrestin-2 – kappa opioid receptor activators – cell-based, luminescence, uHTS, primary screen (AID 1777). KOR beta-arrestin recruitment, luminescence; higher % means a stronger effect. activation, % at 10 µM; hits with a dose series show EC50 in µM. hit rate 0.02% among 280,000; in the data active = activation above about 50%, passing the limit was not always enough; note: a part of the inactive calls stands beside numbers as strong as those of hits
GPR55 antagonists – inhibition of LPI-stimulated GPR55 beta-arrestin translocation – imaging, U2OS, beta-arrestin-GFP, LPI agonist, primary screen (AID 2013); U2OS GPR55 beta-arrestin-GFP translocation imaging, LPI antagonism; higher % means a stronger effect; inhibition, % at 10 µM; hits with a dose series show IC50 in µM; hit rate 0.13% among 290,000;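 active = spots per cell inhibited over 60%, with over 100 cells counted and total cytoplasm intensity under 500,000; inconclusive = wells with under 100 cells, flagged as likely toxic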;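 note: U2OS cells stably carrying GPR55 and arrestin-GFP stimulated by 5 µM LPI near EC80; imaged beta-arrestin-GFP aggregate spots per cell after agonist stimulation; plate controls were LPI-stimulated DMSO wells for no effect and DMSO wells without LPI for full effect; some results filed as inactive read as strong as hits; confirmed hits need IC50 under 10 µM and bright autofluorescent wells are also inconclusive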
NTR1 agonist – agonists of NTR1, primary screen, imaging, U2OS cells, beta-arrestin-GFP, high content (AID 493036); NTR1-U2OS beta-arrestin-GFP spot imaging, agonist mode; activation, % at 20 µM; hit rate 0.17% among 330,000;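 active = activation at or above 40% of the spot to cytoplasm intensity ratio, with at least 20 cells analyzed; inconclusive = wells under 20 cells, flagged as cytotoxic or low count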;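 note: 0% = DMSO without peptide and 100% = 100 nM NTR1 peptide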
Target sequence (P30989 whole entry, looked up): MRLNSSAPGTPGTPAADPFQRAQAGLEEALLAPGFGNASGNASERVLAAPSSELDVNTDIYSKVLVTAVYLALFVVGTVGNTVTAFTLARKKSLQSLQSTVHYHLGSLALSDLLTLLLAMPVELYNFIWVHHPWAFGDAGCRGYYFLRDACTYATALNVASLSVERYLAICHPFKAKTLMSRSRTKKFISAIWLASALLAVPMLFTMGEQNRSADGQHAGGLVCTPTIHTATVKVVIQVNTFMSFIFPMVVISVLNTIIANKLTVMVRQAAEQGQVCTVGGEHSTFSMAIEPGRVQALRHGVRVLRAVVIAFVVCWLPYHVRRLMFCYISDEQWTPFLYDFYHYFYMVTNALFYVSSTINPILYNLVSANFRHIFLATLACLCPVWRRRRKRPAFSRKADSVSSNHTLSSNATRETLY
West Nile antiviral – West Nile virus antiviral activity, cell-based, CPE readout (AID 1621); CPE inhibition, % at 10 µM; hits with a dose series show IC50 in µM; West Nile virus-infected cells, CPE inhibition; higher % means a stronger effect; hit rate 0.02% among 290,000; in the data active = a potency from the dose series; inconclusive = CPE inhibition mostly from about 3.7% at the one dose, without a potency; inactive = the rest, 99 in 100 with CPE inhibition below about 2.2%; note: strong numbers were not always called active
GPR55 activation – GPR55 agonists via beta-arrestin recruitment, primary screen, imaging, U2OS cells, beta-arrestin-GFP redistribution (AID 1961) | activation, % at 10 µM; hits with a dose series show EC50 in µM | U2OS GPR55 beta-arrestin-GFP redistribution imaging; higher % means a stronger effect | hit rate 0.048% among 290,000;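 active = activation above 40% with more than 50 cells counted in the well; inconclusive = wells holding fewer than 50 cells, flagged as toxic or sparse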;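 note: U2OS osteosarcoma cells stably expressing GPR55 and beta-arrestin-GFP; plate controls were DMSO negative control for no effect and LPI positive control for full effect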
T cell HTS vesicle-bound % – second read-out of T cell HTS, no call of its own (marks repeat the call); double positive events, %; measured here: CD8+ vesicle-bound cell fraction;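 binding gate set so that unloaded-vesicle control wells show 10% double positive cells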
NTR1 agonist cell count 20 µM – recorded beside NTR1 agonist, whose call it bears; cell count; measured here: cell count, cytotoxicity flag
Starred values were filed as active, the others as inactive; i = inactive; ? = inconclusive; nt = no result given; [ ] = dose if it differs, or a comment.

Screens in order – KOR beta-arrestin-1	GPR35 arrestin U2OS	PhoP inhibition	T cell HTS	T cell HTS vesicle-bound %	KOR beta-arrestin-2	GPR55 antagonists	NTR1 agonist	NTR1 agonist cell count 20 µM	West Nile antiviral	GPR55 activation
> COc1cc2cc(CN(CCN3CCOCC3)C(=O)Nc3ccc(F)cc3)c(=O)[nH]c2cc1OC
    -10.4%	-3.7%	2.5%	i	2.2	-0.6%	-4.0%	1.1	62	-0.2%	0.1%
> Cc1ccc(C(F)(F)F)cc1NC(N)=S
    2.3%	0.5%	-1.2%	i	50.2	-2.0%	1.2%	-0.3	81	-0.3%	0.1%
> Cn1c(CNC(=O)c2ccc(Cl)c(Cl)c2)nnc1SCC(=O)Nc1sc2c(c1C#N)CCCC2
    29.5%	-9.1%	2.5%	i	29.8	-0.6%	9.4%	11.7	85	0.9%	-0.2%
> COc1ccccc1/C=C/C(=O)Nc1cccc(S(=O)(=O)NC2=NCCCCC2)c1
    -2.1%	-1.5%	-3.0%	i	40.7	4.3%	0.5%	-0.5	33	-0.2%	0.0%
> O=C(NC1CCCCNC1=O)c1ccco1 (centres undefined)
    -19.9%	3.1%	2.3%	i	61.8	-3.1%	8.7%	0.0	70	-0.1%	0.5%
> Cc1cccc(S(=O)(=O)N/N=c2\sc3ccccc3n2C)c1
    -10.5%	2.3%	-6.9%	i	60.6	-5.1%	3.4%	-0.1	46	0.6%	0.0%
> O=C1CCC(C(=O)OCC(=O)C23CC4CC(CC(C4)C2)C3)N1 (centres undefined)
    4.4%	10.8%	-11.5%	i	60.5	2.6%	-5.3%	-0.7	57	-0.2%	-1.0%
> CCNCc1ccc(OCc2cccs2)c(OCC)c1
    -22.9%	-6.8%	4.3%	i	37.7	11.5%	-1.1%	-0.7	42	-0.1%	0.2%
> Cc1cccc(OCC(=O)NNC(=O)CSc2ncc(C#N)c(N)n2)c1
    -28.8%	6.3%	-4.6%	i	51.4	4.4%	-0.4%	-0.6	65	0.5%	0.3%
> COc1ccc(CN2CCN(Cc3ccc(C(F)(F)F)cc3)CC2)c(OC)c1
    28.7%	-6.3%	5.0%	i	17.7	-4.2%	11.5%	-1.1	62	-1.7%	0.2%
> Cc1cc(C(=O)NC2CCC(C)CC2)c(C)o1 (centres undefined)
    4.8%	7.4%	-3.8%	i	12.0	1.8%	16.3%	-0.2	60	-0.5%	0.0%
> O=C(NCc1ccc(F)cc1)C(=O)NCC(c1ccco1)N1CCOCC1 (centres undefined)
    -14.0%	-15.9%	8.1%	i	51.8	0.2%	3.2%	2.3	51	1.2%	0.2%
> O=C(CSc1ccc2nnc(-c3ccccn3)n2n1)NCc1ccco1
    -19.3%	1.1%	8.7%	i	35.1	-1.9%	0.8%	4.8	52	0.3%	-0.4%
> CCOC(=O)N1CCN(c2cc(C)c(C(C)=O)cc2F)CC1
    -20.7%	-7.8%	0.6%	i	34.9	-0.9%	-7.1%	0.3	59	-1.0%	-0.1%
> CCCc1nc2sc3c(=O)[nH]cnc3c2c2c1CCCC2
    -21.3%	-1.8%	-6.8%	i	18.4	-0.3%	4.3%	6.6	62	-0.3%	0.2%
> C/C(=N\NC(=O)c1ccccc1O)c1cccc(NC(=O)c2ccccc2)c1
    -0.3%	-0.7%	5.5%	i	53.8	-4.8%	0.8%	4.3	77	-0.2%	1.3%
> O=C(Cc1ccsc1)NCc1ccccc1F
    -30.2%	-16.3%	-3.0%	i	63.8	12.0%	-21.6%	-0.4	53	-0.6%	0.0%
> O=C(Cc1cccs1)Nc1cccc([N+](=O)[O-])c1
    -76.8%[20 µM]	-6.7%	-6.5%	i	67.4	1.6%	-6.6%	-0.7	93	-0.5%	1.2%
> COc1cc(/C=C2\C(=O)N(C)C(=S)N2C)ccc1O
    -39.8%	11.6%	9.6%	i	59.7	6.5%	-2.6%	-1.6	48	-0.3%	-0.3%
> O=C(COC(=O)c1cc([N+](=O)[O-])ccc1NCc1ccccc1)NC1CCCc2ccccc21 (centres undefined)
    -14.0%	-8.7%	-14.1%	i	26.2	-3.6%	6.7%	2.1	59	0.4%	-0.2%
> CCOC(=O)c1c(S(=O)(=O)NCC(=O)N2CCN(c3ccc(OC)cc3)CC2)c(C)n(C)c1C
    -24.4%	0.0%	-3.2%	i	49.8	1.6%	-6.1%	-0.1	57	-0.5%	-0.1%
> COc1ccccc1N(CC(=O)Nc1ccc2c(c1)OCCO2)S(C)(=O)=O
    4.5%	0.9%	-0.1%	i	12.6	-0.6%	2.6%	-1.4	56	0.5%	-0.2%
> CCOC(=O)C1=NN(c2ccc(Cl)cc2)/C(=C/C2=NCCc3cc(OC)c(OC)cc32)S1
    37.6%	-8.4%	-4.7%	i	35.5	8.4%	5.5%	2.5	61	0.0%	-0.3%
> Cc1ccccc1/C=N/NC(=O)c1cccnc1
    -36.2%[20 µM]	-0.5%	6.2%	i	67.1	-0.9%	3.5%	0.0	61	-0.7%	-0.1%
> COc1ccc(CCN(Cc2ccccn2)C(=S)Nc2ccccc2Cl)cc1OC
    13.1%	-1.9%	3.9%	i	23.7	-4.9%	15.4%	3.4	61	-1.5%	-0.3%
> CC(=O)N1CCN(c2ccc(NC(=O)c3ccc4ccccc4c3)cc2)CC1
    -2.7%	0.1%	-4.5%	i	20.7	2.2%	8.5%	0.4	58	-0.6%	-0.1%
> C=CCC(CC=C)(NC(=O)c1ccccc1)c1ccccc1
    -15.5%	3.6%	-5.1%	i	26.8	3.3%	2.0%	0.0	74	-0.3%	-0.1%
> Cc1nn(-c2ccccc2)c(N)c1C(O)(CSc1nccn1C)C(F)(F)F (centres undefined)
    28.0%	-6.9%	-8.3%	i	19.9	-3.2%	0.0%	-2.9	78	0.5%	-0.2%
> CCOc1ccc(N2C(=O)CC(N(Cc3ccco3)C(C)=O)C2=O)cc1 (centres undefined)
    -3.4%[20 µM]	-12.8%	nt	i	59.7	-1.4%	-0.2%	0.6	73	-0.1%	-0.2%
> Cn1c(CN2CCCCC2)nc2cc(NC(=O)c3ccccc3Cl)ccc21
    -18.6%	3.6%	-5.4%	i	12.6	-0.1%	-0.7%	1.6	61	-0.4%	-0.2%
> O=[N+]([O-])c1cc(C(F)(F)F)ccc1NCCc1c[nH]c2ccc(O)cc12
    6.3%	-15.0%	17.3%	i	13.5	0.1%	-9.3%	19.1	45	-0.4%	-0.3%
> Cn1c(=O)cc(OCC(=O)NCCCN2CCN(c3cccc(Cl)c3)CC2)c2ccccc21
    -24.4%	4.0%	3.2%	i	63.2	0.0%	12.4%	-2.6	58	-0.9%	1.1%
> O=C(NCc1ccco1)c1ccc(Cn2c(=O)c3ccccc3n(Cc3cccc(Cl)c3)c2=O)cc1
    16.0%	5.4%	-0.2%	i	62.6	-2.9%	5.8%	-2.3	89	?	0.0%
> CSc1ccccc1NC(=O)CN(c1cccc(C)c1)S(C)(=O)=O
    21.2%	13.9%	1.1%	i	7.2	7.0%	17.3%	-0.6	76	-0.4%	-1.0%
> CC(Oc1ccc(C(=O)NC2CCCCC2)cc1)C(=O)O (centres undefined)
    -11.0%	15.6%	10.2%	i	52.3	-2.7%	11.9%	0.2	73	0.4%	-0.1%
> C=CCN1C(=O)C2(OCCCO2)c2cccc(C)c21
    6.6%	16.7%	10.2%	i	35.9	4.4%	5.3%	-1.5	63	-0.5%	0.5%
> COc1c(O)ccc2cnn(-c3ccccc3C)c(=O)c12
    2.6%	-9.0%	-6.6%	i	35.8	3.0%	3.6%	-0.3	92	0.7%	-0.3%
> O=C(CSc1ncn[nH]1)NCCC(c1ccccc1)c1ccccc1
    1.5%	3.3%	-10.2%	i	53.2	1.6%	25.1%	0.1	48	0.7%	-0.1%
> CCc1ccc(CN(C)C(=O)CCc2nnc(COc3ccccc3)o2)cc1
    11.9%[20 µM]	-8.8%	10.4%	i	53.1	nt	9.7%	-1.0	76	-0.5%	-0.1%
> CN(CC(=O)Nc1ccc2c(c1)OCCO2)S(=O)(=O)c1ccc(F)cc1
    -18.4%	-10.6%	-1.7%	i	20.3	-1.1%	80.3%	-1.0	63	-0.1%	0.5%
> CCCc1cc(=O)[nH]c(SCc2ccccc2Cl)n1
    -19.5%	2.1%	4.9%	i	25.6	-4.9%	2.8%	-0.5	83	0.5%	0.0%
> CCC(C)Sc1nnc(NS(=O)(=O)Cc2ccccc2)s1 (centres undefined)
    6.2%	-1.4%	2.0%	i	23.8	0.5%	-7.6%	2.3	64	0.6%	-0.2%
> CN1c2ccccc2C(O)=C(C(=O)Nc2ccccc2)S1(=O)=O
    -4.9%	1.6%	34.3%	i	58.4	2.0%	-13.5%	1.2	79	0.3%	0.0%
> Cc1ccc(NC(=O)COc2ccc3oc4c(c3c2)CCCC4)nc1
    -214.6%	-3.8%	2.7%	i	57.5	15.6%	1.1%	0.7	44	0.1%	-0.1%

As entered above.
`CN1c2ccccc2C(O)=C(C(=O)Nc2ccccc2)S1(=O)=O` in T cell HTS vesicle-bound % → 58.4
`CCCc1cc(=O)[nH]c(SCc2ccccc2Cl)n1` in NTR1 agonist cell count 20 µM → 83
`CCC(C)Sc1nnc(NS(=O)(=O)Cc2ccccc2)s1` (centres undefined) in West Nile antiviral → 0.6%
`Cc1ccc(NC(=O)COc2ccc3oc4c(c3c2)CCCC4)nc1` in West Nile antiviral → 0.1%

An excerpt from above in order of formula weight, smallest number first:
Screens in order – KOR beta-arrestin-1	GPR35 arrestin U2OS	PhoP inhibition	T cell HTS	T cell HTS vesicle-bound %	KOR beta-arrestin-2	GPR55 antagonists	NTR1 agonist	NTR1 agonist cell count 20 µM	West Nile antiviral	GPR55 activation
> Cc1ccc(NC(=O)COc2ccc3oc4c(c3c2)CCCC4)nc1
    -214.6%	-3.8%	2.7%	i	57.5	15.6%	1.1%	0.7	44	0.1%	-0.1%
> CCC(C)Sc1nnc(NS(=O)(=O)Cc2ccccc2)s1 (centres undefined)
    6.2%	-1.4%	2.0%	i	23.8	0.5%	-7.6%	2.3	64	0.6%	-0.2%
> CCc1ccc(CN(C)C(=O)CCc2nnc(COc3ccccc3)o2)cc1
    11.9%[20 µM]	-8.8%	10.4%	i	53.1	nt	9.7%	-1.0	76	-0.5%	-0.1%
